# Bioassay records as filed in PubChem.
# Polio RdRp inh = poliovirus RdRp elongation inhibitors, primary screen, biochemical, fluorescence polarization, total intensity | AID 588519, 2011 | 0.66% of 150,000 active | Genome polyprotein (Poliovirus type 1 (strain Mahoney)), P03300 | poliovirus polymerase elongation; active compounds read low | % elongation, % (compound at 16.7 µg/mL); in the data active = % elongation below about 90%; also: some results filed as inactive read as strong as hits
# Target sequence (P03300 1749-2209 limits assumed): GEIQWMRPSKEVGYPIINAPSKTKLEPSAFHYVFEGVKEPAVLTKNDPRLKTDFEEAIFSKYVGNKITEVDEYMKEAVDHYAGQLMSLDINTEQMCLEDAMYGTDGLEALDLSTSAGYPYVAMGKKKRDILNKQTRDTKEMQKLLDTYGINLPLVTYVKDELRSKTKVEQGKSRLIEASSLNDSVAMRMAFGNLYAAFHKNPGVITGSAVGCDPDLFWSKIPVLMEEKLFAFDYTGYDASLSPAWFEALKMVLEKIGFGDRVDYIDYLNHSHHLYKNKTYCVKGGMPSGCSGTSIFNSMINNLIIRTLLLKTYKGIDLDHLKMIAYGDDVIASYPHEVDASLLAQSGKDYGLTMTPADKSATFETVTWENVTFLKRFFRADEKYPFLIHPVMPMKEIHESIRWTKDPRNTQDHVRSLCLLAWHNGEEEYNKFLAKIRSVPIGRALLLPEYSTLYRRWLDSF
# Polio RdRp inh FP z-score = second read-out of Polio RdRp inh, no call of its own (marks repeat the call); z-score; measured here: FP z-score; hits read low
# Active calls of the source: *; & = joins results of further samples. A portion of the library. The share of hits here may be higher or lower than overall.
SMILES,Polio RdRp inh,Polio RdRp inh FP z-score
CC(C)C(NC(=O)c1ccccc1)c1nnc(SCC(=O)Nc2nccs2)n1C (configuration not stated),104.0,1.2
C=CCc1cc(OC)ccc1O,103.0,0.1
Oc1ccc(/C=N/NC(=S)Nc2ccc(Cl)cc2Cl)c(O)c1O,113.0,0.9
CCCC(O)=NS(=O)(=O)c1ccc(N=NN(C)C)cc1,102.0,0.4
C=CCn1c(=O)[nH]c2ccccc21,100.0,-0.2
CC(C)CN(Cc1nnc(-c2ccccc2)o1)CC(C)C,100.0,-0.2
CC(C)c1ccc(NS(=O)(=O)c2ccc3[nH]cc(C(=O)NCCc4ccccc4)c(=O)c3c2)cc1,109.0,0.6
Cc1ccc2c(c1)c1c(c(=O)n(-c3ccccc3C)c(=O)n1CC(=O)NCC1CCCO1)n2C (configuration not stated),108.0,0
COc1cc(-c2nnc(SCC(=O)c3cc4c5c(c3)CC(=O)N5CCC4)o2)cc(OC)c1OC,98.0,-0.4
Cc1cccc(CCNC(=O)c2ncoc2-c2cccs2)c1,100.0,-0.4
Cc1ccc(C(=O)n2nc(-c3cccnc3)nc2N)cc1,101.0,0.1
NC(=O)CSc1cn(Cc2ccc(F)cc2)c2ccccc12,101.0,0.2
CCOC(=O)c1ccc2nc(C(F)(F)F)nc(NCCCO)c2c1,101.0,0.1
COc1ccc(Cc2nnc(SC)[nH]c2=O)cc1,102.0,0.2
COCCn1c(C)cc(O)c(C(c2ccccc2)N2CCN(c3ccccc3)CC2)c1=O (configuration not stated),85.0*,-5.1*
CCc1c(C)c(C#N)c2nc3ccccc3n2c1NCC(C)C,97.0,-1.8
Cc1cccc(NC(=O)Cn2c(=O)ccc3cc(S(=O)(=O)N4CCCC4)ccc32)c1C,111.0,0.8
CCOc1ccc(C(C)NCCO)cc1 (configuration not stated),100.0,-0.4
Oc1c(I)cc(Cl)c2cccnc12,101.0&98.0,0.2&-0.3
COc1ccc(CNC(=O)CCc2c(C)c3cc4c(C)c(C)oc4cc3oc2=O)cc1,106.0,-0.6
O=C(CCSCc1cnn(-c2ccccc2)c1-n1cccc1)NCc1ccco1,101.0,-0.3
Cc1[nH]c2ccccc2c1C(=O)CSC(=S)N1CCN(C)CC1,99.0,-0.7
Cc1cccc(-n2c(=O)c3c(c4cc(C)ccc4n3C)n(Cc3ccccc3F)c2=O)c1,116.0,1.9
Cc1c(-c2cccc(NC(=O)C(C)(C)C)c2)nc2ncccn12,107.0,0
Cc1nc(-c2cccs2)sc1C(=O)N1CCN(S(=O)(=O)c2ccccc2C(F)(F)F)CC1,102.0,0.3
Cc1cc(C(=O)CSCc2nnc3n(CCC(C)C)c(=O)c4ccccc4n23)c(C)n1C,104.0,-0.3
COc1ccc(NC(=O)Cn2c(=O)n(Cc3ccc(C(=O)NCc4ccccc4Cl)cc3)c(=O)c3ccccc32)cc1,107.0,-0.3
COc1ccc(Br)c2c1-c1nc(/N=C/c3ccc(C)cc3)sc1C2,102.0,0.2
COc1ccc(C(=O)NC(c2ccc(Cl)cc2)c2cc(Cl)c3cccnc3c2O)cc1 (configuration not stated),86.0,-2.8
COc1ccc(S(=O)(=O)c2cnc3cc(OC)c(OC)cc3c2N2CCC(C)CC2)cc1,104.0,0.6

# Some of the entries above, set out differently.
molecule | Polio RdRp inh | Polio RdRp inh FP z-score
Cc1cccc(CCNC(=O)c2ncoc2-c2cccs2)c1 | 100.0 | -0.4
Cc1ccc(C(=O)n2nc(-c3cccnc3)nc2N)cc1 | 101.0 | 0.1
NC(=O)CSc1cn(Cc2ccc(F)cc2)c2ccccc12 | 101.0 | 0.2
CCOC(=O)c1ccc2nc(C(F)(F)F)nc(NCCCO)c2c1 | 101.0 | 0.1

# Following part.
SMILES,Polio RdRp inh,Polio RdRp inh FP z-score
Cc1[nH]c2ccccc2c1CCNC(=O)c1cc2cc(Br)ccc2oc1=O,101.0,-0.2
CCn1c(=O)cc(SCC(=O)NCc2ccc(Cl)cc2)c2ccccc21,96.0,-1.1
CC(=O)Nc1ccc(OP2(=O)COc3ccccc3OC2)cc1,98.0,-0.9
OCCCCC1OC2CCCCC2C2=CCCCC21 (configuration not stated),102.0,0.9
O=C(CSc1nnc(-c2ccc(F)cc2)o1)C12CC3CC(CC(C3)C1)C2,102.0,-0.1
Cc1ccc(NC(=O)c2cc3cc(C)ccc3n2C)cc1,104.0,-0.6
COc1ccc(-n2nc(C(=O)Nc3ccccn3)c3c4ccccc4n(C)c3c2=O)cc1,110.0,0.8
CCc1nc2ccccc2c(C(=O)OCC(=O)c2ccc3c(c2)OCCO3)c1C,101.0,-0.1
O=C(CCCn1ncn2c(cc3occc32)c1=O)NCc1ccccc1F,108.0,0.3
Cn1cnc2c(=O)oc3ccc(S(=O)(=O)N4CCN(c5ccccc5)CC4)cc3c21,105.0,0
CNCC(=O)N(C)C,99.0,-0.3
COc1cccc(CNC2=NCCC2)c1,103.0,0
CCCC(=O)N1c2ccccc2C(N(C(C)=O)c2ccccc2)CC1C (configuration not stated),100.0,-0.1
Cc1nn(-c2ccccc2)c2nc3ccccc3c(N3CCOCC3)c12,96.0,-0.7
O=C(NCc1ccccc1Cl)c1ccc2c(O)c(S(=O)(=O)c3ccccc3)c(=O)[nH]c2c1,104.0,-0.3
COC(=O)c1ccc(NC(=O)CSc2cn(CC(=O)N3CCCCCC3)c3ccccc23)cc1,114.0,-0.1
Cc1nc(N2CCCC2)c2c(C(=O)N3CCN(c4cccc(C)c4C)CC3)c(C)oc2n1,105.0,-0.3
O=C(COC(=O)C1CC2C=CC1C2)c1ccccc1 (configuration not stated),100.0,-0.7
CN(Cc1cccs1)C(=O)c1cc(Br)c(Br)s1,104.0,0.2
CC(=O)Nc1ccc(S(=O)(=O)Nn2cnnc2)cc1,102.0,0.1
O=C1c2ccccc2-c2onc3c(NCCO)cc(NC4CCCCC4)c1c23,155.0,6.1
C#C[C@]1(OC(C)=O)CCC2C3CCC4=CC(=O)CC[C@@H]4C3CC[C@@]21C (some centres not stated),99.0,-0.4
O=C(Cn1c2c(c(-c3ccccc3Cl)cc1=O)CCC2)NCC1CCCO1 (configuration not stated),101.0,0.2
COc1cn(CC(=O)Nc2cc(C)cc(C)c2)c(CN2CCCCC2)cc1=O,107.0,0
N#CC1=C(N)SC(N)=C(C#N)C1,106.0,1.5
NC(=O)COc1cc2oc(=O)c3c(c2cc1Cl)CCCC3,101.0,0.2
CC1CCc2sc(C(=O)N/N=C/c3ccco3)cc2C1 (configuration not stated),100.0,0
N#Cc1ccccc1NC(=O)c1cc2c(s1)-c1ccccc1SC2,103.0,0.2
O=C1c2ccccc2C(=O)N1CCN1CC2CC(C1)c1cccc(=O)n1C2 (configuration not stated),106.0,0.3
C(=C\C1Nc2ccccc2-c2nnc(SCc3ccccc3)nc2O1)/c1ccco1 (configuration not stated),99.0,-0.5

# Not a retest: entries from further up.
SMILES,Polio RdRp inh,Polio RdRp inh FP z-score
COc1cn(CC(=O)Nc2cc(C)cc(C)c2)c(CN2CCCCC2)cc1=O,107.0,0
N#CC1=C(N)SC(N)=C(C#N)C1,106.0,1.5
NC(=O)COc1cc2oc(=O)c3c(c2cc1Cl)CCCC3,101.0,0.2
CC1CCc2sc(C(=O)N/N=C/c3ccco3)cc2C1 (configuration not stated),100.0,0
N#Cc1ccccc1NC(=O)c1cc2c(s1)-c1ccccc1SC2,103.0,0.2
O=C1c2ccccc2C(=O)N1CCN1CC2CC(C1)c1cccc(=O)n1C2 (configuration not stated),106.0,0.3
C(=C\C1Nc2ccccc2-c2nnc(SCc3ccccc3)nc2O1)/c1ccco1 (configuration not stated),99.0,-0.5

# Later entries
SMILES,Polio RdRp inh,Polio RdRp inh FP z-score
S=c1[nH]c2ccccc2n1-c1ccccc1,78.0*,-2.7*
Cc1cc2c(ccc3nonc32)nn1,100.0,-0.1
COC(=O)c1ccc(CO/N=C/C(=O)Nc2cccc(C(F)(F)F)c2)o1,103.0,0.2
CCOc1ccc(C(=O)Nc2ccc(-c3nnc4n3CCCCC4)cc2)cc1,104.0,0.3
COc1ccc(C(=O)NCCc2nc3ccccc3[nH]2)cc1,103.0,0
CC12CC3CC(C)(C1)CC(C(=O)NCCCN1CCCC1=O)(C3)C2,100.0,-1.1
O=C(CCC1CCCCC1)Nc1ccc(S(=O)(=O)Nc2ncccn2)cc1,102.0,-0.1
Cc1cc(C)cc(OCC(=O)NCCc2nc3ccccc3[nH]2)c1,99.0,-0.5
Cc1ccsc1CNC(C)c1ccccc1 (configuration not stated),107.0,0.6
COc1cc(OC)c(NC(=O)NCc2ccc3c(c2)CCN3C(C)=O)cc1Cl,111.0,0.9
CCOc1ccccc1NC(=O)COc1cccc2c(=O)n(CCOC)ccc12,105.0,-0.3
CCOc1cc2c(cc1OCC)C1C(C(=O)NCCC(C)C)c3ccccc3C(=O)N1CC2 (configuration not stated),102.0,0.3
CN1CCN(CCCNC(=O)c2cnn(-c3ccc(F)cc3)c2-n2cccc2)CC1,110.0,0.5
CCOc1cc2[nH]c(=S)n(CCCC(=O)N3CCCCCC3)c(=O)c2cc1OCC,101.0,-0.1
CC(C)Oc1ccccc1/C=N/O,103.0,0.1

# Single records, from the list above.
# Record of O=C(CCC1CCCCC1)Nc1ccc(S(=O)(=O)Nc2ncccn2)cc1 → Polio RdRp inh: 102.0; Polio RdRp inh FP z-score: -0.1
# Record of Cc1cc2c(ccc3nonc32)nn1 → Polio RdRp inh: 100.0; Polio RdRp inh FP z-score: -0.1
# Record of CC12CC3CC(C)(C1)CC(C(=O)NCCCN1CCCC1=O)(C3)C2 → Polio RdRp inh: 100.0; Polio RdRp inh FP z-score: -1.1

# Next section.
SMILES,Polio RdRp inh,Polio RdRp inh FP z-score
Cc1cc(NC(=O)/C(C#N)=C/c2sc(N3CCOCC3)nc2-c2ccccc2)n(-c2ccccc2)n1,45.0,-3.5
Cc1ccc(-c2c(C(=O)Nc3ccc(F)c(F)c3)oc(=O)c3ccccc23)cc1,106.0,0.3
Cc1cc(-c2csc(N)n2)c(C)n1C(C)C,101.0,-0.2
O=C(O)CCc1nnc2ccc(N3CCCC3)nn12,103.0,0
CCCC(=O)N1CCN(c2nc(Cc3ccccc3)c3c(c2C#N)CC(C)(C)OC3)CC1,103.0,0.5
Cc1c2cnn(-c3ccccc3)c(=O)c2c(C)n1CC(=O)N1CCN(c2ccc(F)cc2)CC1,107.0,0.1
CC(C)Cn1c(=O)c2ccccc2n2c(-c3cccc(Cl)c3)nnc12,108.0,0
Cc1ccccc1Nc1nc(N)nc(CSc2nncn2-c2ccccc2)n1,95.0,-0.9
COc1cccc(Cn2c(CNC(=O)CCc3ccccc3)nc3cccnc32)c1,111.0,0.7
O=C(COC(=O)C1CC2CCCC(C1)C2=O)c1ccccc1 (configuration not stated),104.0,0.1
COc1cc2c(cc1OC)C(C)N(C(=O)c1cc(S(=O)(=O)N3CCCC3)cn1C)CC2 (configuration not stated),100.0,-0.8
Cc1cc(C)c(C(=O)COC(=O)C2CSC3(C)CCC(=O)N23)cc1C (configuration not stated),108.0,0.5
CCc1ccc(S(=O)(=O)N2CC(=O)Nc3ccccc32)cc1,102.0,0.1
COc1cccc(-n2c(-c3cccc(F)c3)nc3c(cnn3-c3ccc(C)cc3)c2=O)c1,107.0,-0.5
Cc1ccccc1C(=O)Nc1sc2c(c1C(=O)O)CCC(C(C)(C)C)C2 (configuration not stated),105.0,0.1
CCOC(=O)c1cccc(NC(=O)C2CCCN(c3ncnc4onc(C)c34)C2)c1 (configuration not stated),102.0,0.7
O=C(Nc1nncs1)c1ccccc1,101.0,-0.4
CCOc1cc2[nH]c(=O)n(Cc3cccc(OC)c3)c(=O)c2cc1OCC,103.0,0.4
COc1cnc(NS(=O)(=O)c2ccc(N)cc2)nc1,99.0&101.0,0&0.4
CCn1cc2nc(SCc3cc(C)ccc3C)n(Cc3ccc(OC)cc3)c(=O)c2n1,101.0,-1.2
Cc1ccc(S(=O)(=O)c2nc(-c3ccco3)oc2SCC(=O)c2ccc(Cl)cc2)cc1,105.0,0.1
Cc1csc(C(C#N)C(=O)CSc2nnc(NCc3ccccc3)s2)n1 (configuration not stated),98.0,-0.6
CCc1ccc(NC(=O)Cn2c(=O)n(CCC(=O)N3CCc4ccccc4C3)c(=O)c3ccccc32)cc1,107.0,0.2
Cc1ccc(/C=C/C(=O)NCc2ccncc2)cc1,100.0,-0.1
Cc1ccc(CNC(=O)C2CCN(S(=O)(=O)Cc3ccccc3)CC2)cc1,110.0,0.7
CNC(=O)C1CCC(Cn2c(=O)c3sccc3n(CC(=O)Nc3ccc(C)c(F)c3)c2=O)CC1 (configuration not stated),104.0,-0.4
O=C(c1cc(-c2cccc(Cl)c2)on1)N1CCCCC1,102.0,-0.2
CCOc1cccc(C(=O)NN2CCOCC2)c1,99.0,-0.7
Cc1ccc(-n2nc3c(=O)n(C(C)C(=O)NCc4ccco4)nc(C)c3c2C)cc1 (configuration not stated),112.0,0.8
CN(C(=O)CSc1nnc(Cc2ccccc2)o1)C1CCCc2ccccc21 (configuration not stated),98.0,-0.3
CCN(Cc1ccccc1)Cc1cccnc1,102.0,0.8
COC(=O)c1sc(N)c(C(=O)OC)c1COc1ccccc1C#N,113.0,2.2
O=C(COC(=O)c1ccc(S(=O)(=O)NCc2ccco2)cc1)NCc1ccco1,97.0,-1.4
N#Cc1c(C(F)(F)F)cc(=O)[nH]c1SCc1nc(-c2ccc(F)cc2)no1,98.0,-0.5
CCN1C=NS(=O)(=O)c2ccc(C)cc21,101.0,0
COC(=O)c1nnn(CC(=O)NC(=O)Nc2cccc(C)c2C)c1C(=O)OC,108.0,0.9
COC(=O)c1ccc(OC)c(Br)c1,109.0,0.5
CSc1ccc(CNC(=O)Cn2c(-c3cccs3)cc3cc(F)ccc32)cc1,113.0,0.5
CN(C)c1ccc(/C=C/C(O)=C2/C(=O)NC3(C)CC2c2ccccc2O3)cc1 (configuration not stated),123.0,4.1
Cc1cccc(N2C(=O)CCSC23C(=O)N(Cc2ccc(F)cc2)c2ccccc23)c1 (configuration not stated),101.0,-1
Cc1ccccc1CN1C(=O)c2ccccc2S(=O)(=O)c2ccc(C(=O)OCC3CCCO3)cc21 (configuration not stated),104.0,-0.6
